Screening data: PubChem BioAssay, National Center for Advancing Translational Sciences (NCATS)
Gal4-VP16 FLuc – counter-screen for ROR gamma inhibitors: Gal4-VP16 reporter; Drosophila S2 Gal4-VP16 UAS-luciferase, luminescence, 20 h; Potency, µM (top dose mostly 53.6 µM), for the others: at the top dose activity, negative = inhibition, most hits filed as inhibitors; 310,000 tested, 3.5% active; AID 2546;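 also: Gal4-VP16 expression switched on by copper sulfate through the metallothionein promoter; potency is read from the fitted curve at half-maximal effect; % is scaled to controls: 0 for no effect and ±100 for the full control effect; nearly all actives have a fitted effect of over 50% in size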
ELG1 genotoxic – inducers of genotoxicity in HEK293T ELG1-luciferase cells | HEK293T ELG1-luciferase reporter, luminescence, 16 h | Potency, µM (doses to about 46 µM), for inactives: at the highest dose activity change, positive = activation, hits mostly activators | 330,000 tested, 1.3% active; also: potency is read from the fitted curve at half-maximal effect; % of control where 0% means no effect; nearly all actives have a fitted effect of over 60% in size
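Cells (2,000/well) expressing the ELG1-luciferase fusion are dosed by pin tool and kept 16 hr at 37 °C, 5% CO2. Signal comes from ONE-Glo luciferase reagent after 30 min at room temperature.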
FLuc modulator – inhibits or activates purified firefly luciferase, miR-21 counter-screen; P08659; purified FLuc, Km substrates, luminescence inhibition; Potency, µM (highest dose often 57.5 µM), for inactives: at the top dose activity change, negative = inhibition, actives largely listed as inhibitors; 360,000 tested, 6.9% active;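 also: potency is read from the fitted curve at half-maximal effect; plate controls were vehicle for no effect and reference inhibitor for full effect; nearly all actives have a fitted effect of over 55% in size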
Target sequence (P08659 whole entry, looked up): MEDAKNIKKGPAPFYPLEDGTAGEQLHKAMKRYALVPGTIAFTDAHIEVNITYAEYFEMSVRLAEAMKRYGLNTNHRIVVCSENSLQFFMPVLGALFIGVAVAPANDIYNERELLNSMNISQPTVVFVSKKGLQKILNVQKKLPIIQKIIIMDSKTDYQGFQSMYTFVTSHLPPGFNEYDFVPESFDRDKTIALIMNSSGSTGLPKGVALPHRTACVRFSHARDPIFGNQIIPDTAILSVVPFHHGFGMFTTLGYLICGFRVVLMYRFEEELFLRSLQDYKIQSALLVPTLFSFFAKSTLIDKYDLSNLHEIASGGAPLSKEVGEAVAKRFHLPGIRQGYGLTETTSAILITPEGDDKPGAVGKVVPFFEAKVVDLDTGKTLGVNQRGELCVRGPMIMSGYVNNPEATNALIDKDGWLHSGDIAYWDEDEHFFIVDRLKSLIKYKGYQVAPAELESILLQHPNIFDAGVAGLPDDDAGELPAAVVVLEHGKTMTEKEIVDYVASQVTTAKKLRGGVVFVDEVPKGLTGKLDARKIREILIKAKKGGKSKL
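Biochemical qHTS of compounds, final roughly 60 µM downward over six points, against 10 nM purified firefly luciferase using Km concentrations of substrates (10 uM D-luciferin, 10 uM ATP) in Tris acetate pH 7.5 buffer; luminescence output.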
PKM2 act – PKM2 (human) enzyme activation. purified PKM2, Kinase-Glo ATP luminescence, activation; response scale: 0% is enzyme alone, no compound. Potency, µM (series often up to 57.5 µM), for the others: at the top dose activation, hits mostly activators. 260,000 tested, 0.34% active. AID 1631; also: potency is read from the fitted curve at half-maximal effect; % is scaled to controls: 0 for no effect and ±100 for the full control effect; nearly all actives have a fitted effect of over 55% in size
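hPK-M2, >95% pure; 0.1 mM ADP / 0.5 mM PEP final; imidazole pH7.2 buffer w/ 7 mM MgCl2, 50 mM KCl; 1 h RT; Kinase-Glo lum. Intermediate enzyme activity for dual inhibitor/activator qHTS.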
p53 reactivator – restores transcriptional activity of mutant p53; H1299 p53-A138V BP100-luciferase reporter, luminescence, 24 h; Potency, µM (top dose mostly 92.2 µM), for the others: at the highest dose activity change, positive = activation, most hits filed as activators; 320,000 tested, 0.063% active; AID 504706; also: potency is read from the fitted curve at half-maximal effect; % of control where 0% means no effect; nearly all actives have a fitted effect of over 45% in size
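p53-null H1299 cells stably carrying temperature-sensitive p53-A138V and a BP100-luciferase reporter were pinned with compounds (4-point, 1:5 series) and held 24 hrs at 37 deg C. Luminescence was read 10 min after detection reagent.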
Rab9 prom act – activators of Rab9 promoter; Huh7 Rab9 promoter-luciferase reporter, luminescence, 24 h; AID 485297; 320,000 tested, 2.8% active; Potency, µM (top dose mostly 9.22 µM), for the others: top-dose activation, negative = inhibition, most hits filed as activators; also: potency is read from the fitted curve at half-maximal effect; % of control where 0% means no effect; nearly all actives have a fitted effect of over 60% in size
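Luciferase signal after 10 min detection reagent at ambient indicates Rab9 promoter upregulation; stably transfected Huh7 cells were treated 24 h with compound in DMSO at 37 °C, 5% CO2.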
BRCA1 expr up – increases BRCA1 expression. AID 624202. Potency, µM (series often up to 46.1 µM), for the others: at the highest dose activation, most hits filed as activators. MCF7-BRCA1-FFLuc reporter, luminescence, 48 h; response scale: scaled: vehicle 0%, 10 µM genistein 100%. 380,000 tested, 1.1% active; also: potency is read from the fitted curve at half-maximal effect; nearly all actives have a fitted effect of over 80% in size; some results filed as inactive show a strong effect at the top dose
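MCF7 cells carrying a BRCA1-firefly luciferase reporter (2000 cells/well, phenol-red free MEM) were attached for 2 h at 37 °C, then given compounds for 48 h. Luminescence was read 15 min after luciferase reagent; activity normalized to genistein (10 microM) and DMSO.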
RORg inh – inhibitors of mouse ROR gamma transcriptional activity. P51450. Drosophila S2 Gal4-RORgamma UAS-luciferase reporter, 20 h. Potency, µM (titrated, usually from 53.6 µM), without a hit: at the top dose activity change, negative = inhibition, most hits filed as inhibitors. 310,000 tested, 5.4% active; also: potency is read from the fitted curve at half-maximal effect; % is scaled to controls: 0 for no effect and ±100 for the full control effect; nearly all actives have a fitted effect of over 60% in size
Target sequence (P51450 whole entry, looked up, the tested form may be a part): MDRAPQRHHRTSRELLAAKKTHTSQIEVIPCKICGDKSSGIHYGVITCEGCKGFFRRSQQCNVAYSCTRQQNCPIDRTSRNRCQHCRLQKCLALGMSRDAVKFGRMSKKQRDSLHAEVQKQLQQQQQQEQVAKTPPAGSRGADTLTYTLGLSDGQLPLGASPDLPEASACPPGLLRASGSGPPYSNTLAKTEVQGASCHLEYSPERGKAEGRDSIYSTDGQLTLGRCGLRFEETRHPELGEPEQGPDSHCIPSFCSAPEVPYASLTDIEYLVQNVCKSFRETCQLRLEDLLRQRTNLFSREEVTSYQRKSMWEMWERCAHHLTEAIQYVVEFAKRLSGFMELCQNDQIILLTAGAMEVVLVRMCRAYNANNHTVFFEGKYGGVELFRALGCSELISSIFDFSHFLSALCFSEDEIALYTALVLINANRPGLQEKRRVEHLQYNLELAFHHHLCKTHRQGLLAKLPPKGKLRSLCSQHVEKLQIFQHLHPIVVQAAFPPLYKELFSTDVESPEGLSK
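In this cell-based reporter format, copper sulfate (700 uM final) drives Gal4–ROR gamma fusion expression from a metallothionein promoter in Drosophila Schneider cells; compounds preincubated 1 hr, reporter read after 20 hr at ambient temperature.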
NPC1 prom act – activators of NPC1 promoter. Potency, µM (highest dose often 9.22 µM), for inactives: at the highest dose activation, hits mostly activators. 320,000 tested, 2.4% active. Huh7 NPC1 promoter luciferase reporter, 24 h. AID 485313;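 also: potency is read from the fitted curve at half-maximal effect; % of control where 0% means no effect; nearly all actives have a fitted effect of over 60% in size; reporter is driven by a mutant NPC1 promoter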
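In 1536-well qHTS, Huh7 cells harboring an NPC1 promoter–luciferase construct received compound for 24 h; activation was quantified by luminescence following luciferase reagent addition.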
Giardia kill – Giardia lamblia killing; Giardia lamblia trophozoite viability; activity change, % at 7.66 µM, hits read low; 340,000 tested, 0.15% active; in the data active = activity change below about -80%; inconclusive = between about -30% and that limit;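 also: parasites exposed to compound for two days anaerobically before the ATP read; % is scaled to controls: 0 for no effect and ±100 for the full control effect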
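Killing of trophozoites was scored by loss of ATP luminescence after a 48 hrs anaerobic exposure to compounds at 37 deg C, using 100 cells per well.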
Menin-MLL TR inh – menin-MLL binding inhibition, Texas Red mutant peptide; AID 1768; Menin + Texas Red MLL mutant peptide, fluorescence polarization; Potency, µM (titrated, usually from 61.6 µM), for inactives: at the highest dose FP activity change, negative = inhibition, usual class: inhibitors; O00255; 270,000 tested, 0.23% active; active = well fitted inhibition curve with a large enough effect in the polarisation, with a control signal flat, not every such curve was filed as active; inconclusive = small, poorly fitted or top-dose-only effect, or effect the other way, or a change in a side signal; inactive = no such curve, though single readings can be large or run the other way; the % refers to the polarisation; also: potency is read from the fitted curve at half-maximal effect; % of control where 0% means no effect; many of its hits are not listed in these tables
* = called active by the depositor; ? = inconclusive; · = no result given; & = joins results of further samples; [ ] = remark or other dose. Unless noted, calls follow the shape of the dose curve; as a rule, active = well fitted curve in the direction sought with a large enough effect; inconclusive = small, poorly fitted or top-dose-only effect, or another doubt; inactive = no such curve, though single readings can be large; an effect the other way counts as inactive or inconclusive.

The line under a structure holds: Gal4-VP16 FLuc	ELG1 genotoxic	FLuc modulator	PKM2 act	p53 reactivator	Rab9 prom act	BRCA1 expr up	RORg inh	NPC1 prom act	Giardia kill	Menin-MLL TR inh
> COc1ccc2oc(=O)c(-c3nc4ccccc4o3)cc2c1
  2%	?	5.4µM*	-11%	?	?	16%	4%	?	15	-6%
> O=C(NCc1ccco1)/C(=C\c1ccccc1)NC(=O)c1ccccc1
  -1%	-2%	-1%	·	1%	-3%	-32%	3%	0%	12	9%
> CCOc1ccc2nc(SCC(=O)N(C)C3CCS(=O)(=O)C3)[nH]c2c1 (configuration not stated)
  -4%	2%	-13%	5%	1%	14%	4%	-10%	-3%	-3	7%
> Cc1ccc(OCc2cc(C(=O)N3CCC(C(O)C(C)C)CC3)no2)cc1C (configuration not stated)
  -19%	11%	?	·	?	29%	63%	?	19%	7	-4%
> Cc1ccc(NS(=O)(=O)c2cc([N+](=O)[O-])ccc2NNC(=S)Nc2cccc(Cl)c2)c(C)c1
  ?	-8%	?	-23%	14%	-2%	-46%	?	1%	-3	?
> CCOc1ccc(-c2c(C(=O)N/N=C(\C)c3ccncc3)nnn2-c2nonc2N)cc1
  -9%	2%	7%	-2%[0.46 µM]	-1%	4%	-14%	-11%	-3%	-17	14%
> NC1=NC(c2ccc(Cl)cc2)n2c(nc3ccccc32)N1 (configuration not stated)
  -9%	3%	2%	1%	9%	-2%	-13%	38%	-8%	9	-16%
> CCC(NS(=O)(=O)c1ccc(OC)cc1)C(=O)O (configuration not stated)
  -3%	-4%	1%	-4%	9%	-5%	-9%	-11%	0%	5	5%
> COc1ccc(CN2CCN(C3CCC3)CC2CCO)cc1C (configuration not stated)
  -6%	5%	1%	1%	?	0%	-12%	-24%	-3%	3	-15%
> COc1ccc(-n2nnc3c(SCc4ccccc4)ncnc32)cc1
  2%	0%	?	4%	4%	1%	4%	?	1%	-2	0%
> CN1/C(=C/C2CC(=O)NC2=O)C(C)(C)c2ccccc21 (configuration not stated)
  23%	8%	5%	5%	0%	-7%	3%	0%	1%	-17	-11%
> COc1ccc(Br)cc1/C=N/n1c(COc2ccccc2)n[nH]c1=S
  0%	0%	0%	·	3%	-2%	-22%	?	-3%	-27	7%
> CCS(=O)(=O)N1CCN(c2ccc(C(=O)N3CCOCC3)cc2[N+](=O)[O-])CC1
  10%	0%	3%	1%	-1%	-6%	4%	2%	0%	1	·
> CCCc1ccc(NS(=O)(=O)c2c(C)oc(C)c2C(=O)OC)cc1
  -15%	-3%	4%	1%	-1%	-4%	-15%	39%	-1%	0	·
> CCOc1cc(C(=O)Nc2cc(=O)n(C)c(=O)n2C)cc(OCC)c1OCC
  -4%	6%	-2%	-1%	-1%	1%	4%	-4%	-3%	2	7%
> COc1ccc(OC)c(S(=O)(=O)Nc2ccccc2F)c1
  0%	0%	0%	1%	-5%	-1%[1.84 µM]	6%	6%	-1%	6	5%
> COc1ccccc1CNCC(O)Cn1c2ccccc2c2ccccc21 (configuration not stated)
  ?	-3%	2%	11%	-21%	2%	-87%[inhibitor]	?	-5%	26	-9%
> O=C(Nc1ccc(S(=O)(=O)Nc2cnc3ccccc3n2)cc1)c1ccc([N+](=O)[O-])cc1Cl
  -2%	10%	?	-3%[11.5 µM]	-4%	3%	-23%	42%	3%	0	?
> CC1(C)Cc2c(cnn2-c2ccc(F)cc2)C(NC(=O)CCn2cncn2)C1 (configuration not stated)
  6%	?	?	-8%	21%	18%	-12%	19%	12%	2	·
> O=C(CNC(=O)c1ccc(Br)cc1)NCc1cccnc1
  3%	3%	0%	3%	10%	0%	0%	-4%	2%	20	10%
> CC1CC(NS(=O)(=O)c2cccs2)CC(C)(C)C1 (configuration not stated)
  1%	0%	2%	-1%	0%	-1%	6%	3%	0%	-7	0%
> CCC(c1c(C)[nH]oc1=O)c1c(C)[nH]oc1=O
  ?	0%	3%	28%	2%	0%	14%	-21%	-16%	29	0%
> CCC(Sc1ccc2nnc(-c3ccc(OC)c(OC)c3)n2n1)C(=O)O (configuration not stated)
  -3%	-1%	0%	-8%	1%	0%	-30%	9%	0%	8	-19%
> Cn1cc(CCC(=O)N2CCCC(N3CCN(c4ccccc4F)CC3)C2)cn1 (configuration not stated)
  14%	1%	-2%	·	20%	-1%	17%	9%	2%	1	·
> CC(C)(C)c1cc(P(=O)(c2ccccc2)c2ccccc2)ccc1O
  22%	-1%	1%	2%	-4%	-2%	2%	59%	-2%	-14	·
> COc1ccc(OC)c(NC(=O)CSc2nc3ccccc3c3nc4ccccc4n23)c1
  ?	11%	0%	-4%	-10%	-9%	·	-13%	-9%	·	10%
> Cc1cccc(C)c1NC(=O)CNC(=O)C(NC(=O)c1ccc(C(C)(C)C)cc1)C(C)C (configuration not stated)
  3%	0%	-1%	1%	-13%	1%	-1%	?	1%	-19	6%
> CN(C)S(=O)(=O)c1ccc(C(=O)Nc2nnc(-c3ccco3)o2)cc1
  3.2µM*	-3%	-15%	0%	4%	15%	6%	1µM*	2%	-21	4%
> CCc1cc(=O)oc2cc(OCC(=O)NCC3CCC(C(=O)O)CC3)ccc12 (configuration not stated)
  -1%	-1%	7%	-1%	·	-2%	-8%	5%	0%	-15	15%
> CC(=O)c1cccc(NC(=O)C23CC4CC(C2)CC(n2cncn2)(C4)C3)c1
  ?	1%	0%	3%	-3%	0%	0%	?	-4%	14	-11%
> COCCNC(=O)C(OC(=O)CC1Sc2ccccc2NC1=O)c1ccccc1 (configuration not stated)
  30%	0%	-4%	-7%	-2%	-1%	2%	11%	-4%	-7	-6%
> CCC1Oc2ccccc2N(CC(=O)NCCCN2CCN(Cc3ccccc3)CC2)C1=O (configuration not stated)
  -6%	-1%	1%	-17%	-1%	-3%	2%	3%	-2%	-1	-9%
> Cc1nnc(SCc2ccc(F)cc2)n1NC/C=C/c1ccccc1
  7%	-1%	-5%	-7%	-12%	2%	-45%	4%	-3%	4	8%
> Cc1cccc(NS(=O)(=O)c2cccc(C(=O)N3CCN(C/C=C/c4ccccc4)CC3)c2)c1
  ·	-11%	5%	·	-19%	-11%	-24%	·	-7%	-6	·
> CCOC(=O)COc1ccc2c(c1)C(=O)CC1(CCCCC1)O2
  4%	-1%	?	4%	-4%	-11%	-4%	-11%	-2%	-2	-14%
> COC(=O)CSc1nc(-c2cccs2)ccc1C#N
  11%	8.2µM*	?	-2%	?	2.2µM*	68%	?	1.8µM*	-3	12%
> COc1cccc(-c2nc(CS(=O)(=O)CC(=O)NCCCN3CCN(C)CC3)c(C)o2)c1
  -13%	-1%	1%&4%	-4%	-3%	-9%	23%	-42%	0%	5	-2%
> Cc1cc(-c2cccnc2)c(C#N)c(SCc2cccc(F)c2)n1
  -24%	-3%	0%	1%	-5%	-2%	-18%	4%	-3%	-4	?
> COc1ccc2nc(SCC(=O)Nc3nonc3C)[nH]c2c1
  -3%	0%	2%	-1%	-1%	-5%	-1%	2%	-4%	4	2%
> COc1ccc(-n2c(C)n[nH]c2=O)cc1
  3%	2%	6%	3%	-2%	-3%	0%	5%	-1%	-5	-4%
> COc1ccc(C2NC(=O)NC(C)=C2C(=O)OC2CCCCC2)cc1OC (configuration not stated)
  1%	3%	-1%	·	-3%	-6%	-12%	-12%	1%	6	-19%
> COC(=O)c1cc2ccccc2n1S(=O)(=O)c1ccccc1
  10%	1%	1%	·	-8%	9%	-2%	-3%	-2%	-17	-14%
> COc1cccc(C(C(=O)NC2CCCC2)N(CCC(C)C)C(=O)CCC(=O)Nc2cc(C)on2)c1 (configuration not stated)
  2%	-5%	1%	·	-2%	0%	-17%	-7%	?	6	?
> Cc1ccccc1NC(=O)CCS(=O)(=O)c1ccc(Br)s1
  7%	0%	1%	0%	-6%	4%	0%	0%	-2%	21	11%

Not all compounds are listed (hit frequency here may not be typical).
